HTRA1 inhibitor: blocks human HTRA1 serine peptidase; Q92743; recombinant HTRA1, FP-rhodamine activity-based probe, fluorescence polarization; inhibition, % at 5.96 µM; actives 0.5% (n = 340,000); AID 504803; in the data active = inhibition above about 36%;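 note: 0% = enzyme with DMSO and 100% = wells lacking enzyme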
Target sequence (Q92743 whole entry, looked up): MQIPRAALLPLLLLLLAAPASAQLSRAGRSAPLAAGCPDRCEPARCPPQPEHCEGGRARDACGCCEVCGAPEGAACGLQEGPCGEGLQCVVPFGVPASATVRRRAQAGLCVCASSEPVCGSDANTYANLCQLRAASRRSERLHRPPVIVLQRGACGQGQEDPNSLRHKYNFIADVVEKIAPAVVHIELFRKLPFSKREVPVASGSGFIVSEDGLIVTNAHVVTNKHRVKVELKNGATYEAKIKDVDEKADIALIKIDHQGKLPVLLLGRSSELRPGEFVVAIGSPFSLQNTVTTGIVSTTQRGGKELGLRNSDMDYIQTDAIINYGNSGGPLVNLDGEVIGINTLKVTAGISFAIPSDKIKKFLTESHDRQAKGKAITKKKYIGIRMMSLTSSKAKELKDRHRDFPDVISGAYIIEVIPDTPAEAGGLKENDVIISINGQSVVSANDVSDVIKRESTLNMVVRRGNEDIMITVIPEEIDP
Starred values were filed as active, the others as inactive. These rows are one share of the data; count on the stated rates, not on these rows.

smiles | HTRA1 inhibitor
CC(C)(C)c1nc(N2CCN(C(=O)c3ccco3)CC2)c2nnn(Cc3ccccc3Cl)c2n1 | -10.9
CCN1CC2(COC(=O)c3ccccc3N)CCC(OC)C34C5CC6C(OC)CC(O)(C5C6OC)C(O)(C(OC)C23)C14 (stereo unspecified) | 2.3
CCC(C)/C=C(C)/C=C/C1=CC2=C(Cl)C(=O)C(C)(OC(C)=O)C(=O)C2=CO1 (stereo unspecified) | 44.0*
CCOc1ccc(-n2c(O)c(C=NCCN3CCNCC3)c(=O)[nH]c2=O)cc1 | 0.0
NC(=O)c1c(NC(=O)c2ccc(S(=O)(=O)N(CCCl)CCCl)cc2)sc2c1CCCCC2 | -0.6
CC1=CC(O)C(O)C2(C)C1CC1OC(=O)CC3C(C)C(O)C(=O)C2C13CO (stereo unspecified) | -4.9
Cc1ccc(-c2cc(-c3ccc(C)cc3)[n+](-c3ccccc3)c(-c3ccc(C)cc3)c2)cc1 | -21.1
CCOC(=O)c1ccc(-[n+]2c(-c3ccccc3)cc(-c3ccccc3)cc2-c2ccccc2)cc1 | -6.3
Cc1[nH]nc2ccc(-c3cncc(OC[C@@H](N)Cc4c[nH]c5ccccc45)c3)cc12 | -32.3
CCOc1ccc(N2C(=O)NC(=O)/C(=C\c3cc(OC)c(OC)cc3[N+](=O)[O-])C2=O)cc1 | 6.1
COC(=O)C1=C(c2ccc(Cl)c(C(F)(F)F)c2)C[C@@H]2CC[C@H]1N2C(=O)NCCCOC(C)C | -11.3
C[C@H]1CCC/C=C/C2C[C@H](O)CC2[C@H](O)/C=C/C(=O)O1 (stereo partly specified) | 5.8
CCCNC(=O)N1[C@H]2CC[C@@H]1C(C(=O)OC)=C(c1ccc3ccccc3c1)C2 | -7.1
COC(=O)C1=C(c2ccc(F)cc2F)C[C@@H]2CC[C@H]1N2C(=O)NCCOc1ccccc1Cl | -16.8
O=C(Cn1ncc2c3ccccc3n(Cc3ccc(F)cc3)c2c1=O)N1CCC2(CC1)OCCO2 | -3.0
COC(=O)C1=C(c2ccc(F)cc2F)C[C@@H]2CC[C@H]1N2C(=O)NCCNC(C)=O | 1.8
Oc1c(Br)c(Br)c(Br)c(Br)c1Br | -26.5
C=C(COC(=O)CCC(=O)O)CC1CC(O)[C@]2(C)OC3CC4OC5C[C@]6(C)O[C@]7(C)CCC8OC9C[C@]%10(C)OC%11C(C)=CC(=O)OC%11CC%10OC9C[C@@H](C)C8OC7CC6O[C@]5(C)C/C=C\C4OC3CC2O1 (stereo partly specified) | -0.3
COc1ccc2c(c1OC)CN1CCc3cc4c(cc3[C@H]1C2)OCO4 | -2.2
C=C(C=O)CC1CC(O)[C@]2(C)OC3CC4OC5C[C@]6(C)O[C@]7(C)CCC8OC9C[C@]%10(C)OC%11C(C)=CC(=O)OC%11CC%10OC9C[C@@H](C)C8OC7CC6O[C@]5(C)CC5OC5C4OC3CC2O1 (stereo partly specified) | -4.4
C=CCc1cc(C=C2C(=O)NC(=O)NC2=O)cc(OC)c1OCc1ccc(C(=O)O)cc1 | -9.0
O=C1/C(=C\c2ccc3c(c2)OCO3)N2CCC1CC2 | 1.6
O=C1NC(=O)C(=Cc2ccc(Oc3ccc([N+](=O)[O-])cc3)cc2)C(=O)N1 | -5.1
C=CCC1(CN2CCCC2=O)C(=O)NC(=O)NC1=O | 0.1
O=C1NC(=O)C(=Cc2cn(CCOc3ccc4c(c3)OCO4)c3ccccc23)C(=O)N1 | -5.8
c1cc2c(cc1CN1CCNCC1)OCO2 | -3.4
COC(=O)C1=C(c2ccc3ccccc3c2)C[C@@H]2CC[C@H]1N2C(=O)NC1CCCCC1 | -16.3
COC(=O)C1=C(c2ccc(F)cc2OCc2ccccc2)C[C@@H]2CC[C@H]1N2C(=O)NCCO | -0.4
CCN(CC)c1ccc(/C=C2\C(=O)NC(=S)N(c3ccc(OC)cc3OC)C2=O)o1 | -12.4
CC(=O)O[C@H]1[C@H]2O[C@]23[C@@H]2CC[C@]4(O)C[C@@H](O)CC[C@]4(C)C2CC[C@]3(C)[C@H]1c1ccc(=O)oc1 (stereo partly specified) | -7.7

18 compounds from above, arranged by number of heavy atoms, rising:
smiles | HTRA1 inhibitor
Oc1c(Br)c(Br)c(Br)c(Br)c1Br | -26.5
c1cc2c(cc1CN1CCNCC1)OCO2 | -3.4
C=CCC1(CN2CCCC2=O)C(=O)NC(=O)NC1=O | 0.1
C[C@H]1CCC/C=C/C2C[C@H](O)CC2[C@H](O)/C=C/C(=O)O1 (stereo partly specified) | 5.8
COc1ccc2c(c1OC)CN1CCc3cc4c(cc3[C@H]1C2)OCO4 | -2.2
O=C1NC(=O)C(=Cc2ccc(Oc3ccc([N+](=O)[O-])cc3)cc2)C(=O)N1 | -5.1
CC1=CC(O)C(O)C2(C)C1CC1OC(=O)CC3C(C)C(O)C(=O)C2C13CO (stereo unspecified) | -4.9
CCOc1ccc(-n2c(O)c(C=NCCN3CCNCC3)c(=O)[nH]c2=O)cc1 | 0.0
COC(=O)C1=C(c2ccc(F)cc2F)C[C@@H]2CC[C@H]1N2C(=O)NCCNC(C)=O | 1.8
CCN(CC)c1ccc(/C=C2\C(=O)NC(=S)N(c3ccc(OC)cc3OC)C2=O)o1 | -12.4
O=C1NC(=O)C(=Cc2cn(CCOc3ccc4c(c3)OCO4)c3ccccc23)C(=O)N1 | -5.8
NC(=O)c1c(NC(=O)c2ccc(S(=O)(=O)N(CCCl)CCCl)cc2)sc2c1CCCCC2 | -0.6
COC(=O)C1=C(c2ccc(Cl)c(C(F)(F)F)c2)C[C@@H]2CC[C@H]1N2C(=O)NCCCOC(C)C | -11.3
CC(C)(C)c1nc(N2CCN(C(=O)c3ccco3)CC2)c2nnn(Cc3ccccc3Cl)c2n1 | -10.9
O=C(Cn1ncc2c3ccccc3n(Cc3ccc(F)cc3)c2c1=O)N1CCC2(CC1)OCCO2 | -3.0
CCN1CC2(COC(=O)c3ccccc3N)CCC(OC)C34C5CC6C(OC)CC(O)(C5C6OC)C(O)(C(OC)C23)C14 (stereo unspecified) | 2.3
C=C(C=O)CC1CC(O)[C@]2(C)OC3CC4OC5C[C@]6(C)O[C@]7(C)CCC8OC9C[C@]%10(C)OC%11C(C)=CC(=O)OC%11CC%10OC9C[C@@H](C)C8OC7CC6O[C@]5(C)CC5OC5C4OC3CC2O1 (stereo partly specified) | -4.4
C=C(COC(=O)CCC(=O)O)CC1CC(O)[C@]2(C)OC3CC4OC5C[C@]6(C)O[C@]7(C)CCC8OC9C[C@]%10(C)OC%11C(C)=CC(=O)OC%11CC%10OC9C[C@@H](C)C8OC7CC6O[C@]5(C)C/C=C\C4OC3CC2O1 (stereo partly specified) | -0.3

Returning to the listing with the 2 entries that preceded the break.
CCN(CC)c1ccc(/C=C2\C(=O)NC(=S)N(c3ccc(OC)cc3OC)C2=O)o1
  HTRA1 inhibitor: -12.4
CC(=O)O[C@H]1[C@H]2O[C@]23[C@@H]2CC[C@]4(O)C[C@@H](O)CC[C@]4(C)C2CC[C@]3(C)[C@H]1c1ccc(=O)oc1 (stereo partly specified)
  HTRA1 inhibitor: -7.7
O=C(Cn1ncc2ccsc2c1=O)N1CCC2(CC1)OCCO2
  HTRA1 inhibitor: -0.4
c1ccc2c(c1)Nc1ccccc1S2
  HTRA1 inhibitor: 15.2
C/C1=C\[C@@H](C)C/C=C/[C@H]2[C@@H]3O[C@]3(C)[C@@H](C)[C@H]3[C@H](Cc4c[nH]c5ccccc45)NC(=O)[C@]32C(=O)/C=C/C(=O)[C@@H]1O
  HTRA1 inhibitor: -7.5
COc1cc(/C=C(/C)[N+](=O)[O-])ccc1OCc1ccccc1Cl
  HTRA1 inhibitor: -15.7
COc1ccc(C(C)=O)cc1CN1CC=C(c2ccccc2)CC1
  HTRA1 inhibitor: 4.9
CCN(CC)c1ccc(/C=N/c2sc3c(c2C#N)C2CCN3CC2)c(O)c1
  HTRA1 inhibitor: -2.2
C[C@@H]1CC[C@@]2(NC1)O[C@H]1C[C@H]3[C@@H]4CC=C5C[C@@H](O)CC[C@]5(C)[C@H]4CC[C@]3(C)[C@H]1[C@@H]2C
  HTRA1 inhibitor: 2.3
CCCCCCCCCCOC(=O)CCN1CC1
  HTRA1 inhibitor: -2.8
CC(Cc1ccccc1)N1Cc2ccccc2C1 (stereo unspecified)
  HTRA1 inhibitor: 5.5
COC(=O)C1=C(c2ccc(C(C)=O)cc2)C[C@@H]2CC[C@H]1N2C(=O)NCc1ccc(C(F)(F)F)cc1
  HTRA1 inhibitor: -4.7
Cc1cc([N+](=O)[O-])c2ccccc2[n+]1[O-]
  HTRA1 inhibitor: 6.2
CC1=CC(O)C(O)C2(C)C1CC1OC(=O)C(O)C3C(C)C(O)C4(O)OCC13C42 (stereo unspecified)
  HTRA1 inhibitor: 7.5
O=C1NC(=O)N(Cc2ccco2)C(=O)/C1=C/c1ccc(-c2cccc([N+](=O)[O-])c2)o1
  HTRA1 inhibitor: 4.4

High-throughput results (PubChem)
